MITF primary: MITF inhibitors, primary screen, biochemical, AlphaScreen, human; Microphthalmia-associated transcription factor (Homo sapiens), O75030; AlphaScreen MITF homodimerization, bead proximity signal; inhibition, % at 2.6 µM; 650,000 compounds, 0.91% hits; in the data active = inhibition above about 50%;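 also: 0% = vehicle wells with protein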
GPR151 activ: activators of human GPR151, primary screen, cell-based, PathHunter beta-arrestin, luminescence; 650,000 compounds, 1% hits; PathHunter beta-arrestin GPR151 cells; activation, % at 11.2 µM; AID 1508602, 2020; in the data active = activation above about 4.9%;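 also: 0% = median of compound wells and 100% = cells with positive control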
FBW7 act: FBW7 E3 ligase activators, primary screen, biochemical, AlphaScreen, human; AlphaScreen FBW7–phospho-cyclin E peptide binding, activator screen; 650,000 compounds, 0.13% hits; F-box/WD repeat-containing protein 7 (Homo sapiens), Q969H0; normalized activity (activation), % at 26.1 µM; in the data active = normalized activity above about 1.9%;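 also: purified mutant Fbw7 with reduced substrate affinity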
Target sequence (Q969H0 whole entry, looked up): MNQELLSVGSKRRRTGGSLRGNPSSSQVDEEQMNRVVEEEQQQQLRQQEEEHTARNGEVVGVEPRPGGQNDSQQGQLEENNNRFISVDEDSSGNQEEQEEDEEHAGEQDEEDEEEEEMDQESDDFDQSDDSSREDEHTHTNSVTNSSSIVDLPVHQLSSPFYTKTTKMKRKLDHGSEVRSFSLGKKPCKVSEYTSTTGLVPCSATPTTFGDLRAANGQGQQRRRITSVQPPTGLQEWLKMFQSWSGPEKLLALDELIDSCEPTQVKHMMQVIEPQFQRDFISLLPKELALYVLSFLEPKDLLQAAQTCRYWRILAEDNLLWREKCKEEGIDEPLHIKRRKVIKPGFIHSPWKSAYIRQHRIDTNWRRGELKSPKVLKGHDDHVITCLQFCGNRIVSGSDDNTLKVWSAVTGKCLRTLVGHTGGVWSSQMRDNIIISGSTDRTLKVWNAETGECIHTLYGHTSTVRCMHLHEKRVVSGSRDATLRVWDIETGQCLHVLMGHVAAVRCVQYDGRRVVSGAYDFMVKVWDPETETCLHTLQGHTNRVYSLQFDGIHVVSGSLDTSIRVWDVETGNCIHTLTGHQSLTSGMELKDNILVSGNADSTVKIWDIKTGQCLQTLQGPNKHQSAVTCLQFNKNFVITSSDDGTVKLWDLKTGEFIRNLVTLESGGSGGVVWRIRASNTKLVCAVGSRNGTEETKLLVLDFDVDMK
TEAD-YAP block: TEAD-YAP interaction inhibition, primary screen, TEAD-YAP interaction inhibitor project, luminescence, HEK-TIYL cells; TEAD-Gal4/YAP UAS-luciferase luminescence; inhibition, % at 9.12 µM; 640,000 compounds, 1.4% hits; in the data active = inhibition above about 32%;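 also: 0% = median of test compound wells and 100% = reference inhibitor wells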
The depositor's hits bear a star.

# | smiles | MITF primary | GPR151 activ | FBW7 act | TEAD-YAP block
1 | Cc1noc(C)c1COc1cc2ccccc2cc1C(=O)O | -5 | -0.1 | -0.2 | 3
2 | Clc1ccc(Nc2nc(-c3ccccc3)c3ccccc3n2)c(Cl)c1 | -7 | 0.2 | 0.0 | 1
3 | COCCNC(=O)NC(=O)CSc1nc(C)c(C)c(C)n1 | -1 | 0.2 | 0.1 | 6
4 | CN(C)c1ncc(CN2CCN(C3CCCC3)C(CCO)C2)s1 (centres undefined) | 4 | -2.6 | 0.1 | 5
5 | C=CCn1c(CCC(O)COCCC(C)C)n[nH]c1=S (centres undefined) | 11 | -0.3 | 0.5 | 15
6 | CC(C)N1CCN(Cc2cccn2-c2ccccn2)CC1CCO (centres undefined) | 2 | 0.1 | 0.0 | 3
7 | COc1ccc(OCCN2CCN(S(=O)(=O)c3ccc4c(c3)OCCO4)CC2)cc1 | 85* | -0.8 | -0.4 | -6
8 | CCn1c(=O)c2c(cnn2C)c2cc([N+](=O)[O-])ccc21 | -12 | 1.1 | -0.1 | -4
9 | CCOC(=O)C1=C(N)Oc2n[nH]c(C)c2C1c1ccc(Cl)cc1Cl (centres undefined) | 7 | -0.2 | 0.1 | 9
10 | COc1cccc(C(=O)Nc2ccc(Br)cc2C(=O)O)c1 | 14 | -3.9 | 0.5 | -8
11 | O=C(c1c(F)cccc1F)N1CCN(c2ccc(Nc3ccncc3)nn2)CC1 | 16 | -1.1 | 0.1 | -3
12 | COC(=O)c1ccc2c(=O)n(Cc3ccc(Cl)cc3)c(SCc3ccc(OC(F)(F)F)cc3)nc2c1 | -15 | -2.4 | -0.2 | -28
13 | Cc1ccc(NC(=O)COc2ccccc2)cc1-c1nc2ncccc2o1 | 2 | -0.6 | 0.0 | -15
14 | CCOC(=O)C1(c2ccccc2)NC(c2ccc(O)cc2)C2C(=O)N(C)C(=O)C21 (centres undefined) | 0 | -0.3 | 0.2 | 3
15 | COc1ccc(-c2cccc(C(=O)NCc3cccc(C(F)(F)F)c3)c2)cc1 | 11 | -0.2 | 0.5 | 6
16 | COc1ccc(OCC(=O)N/N=c2\oc3c(OC)cccc3cc2C(N)=O)cc1 | 0 | 1.4 | -0.2 | -11
17 | Cc1ccc(C(=O)NC2(C(F)(F)F)NC(=O)N(c3ccccc3F)C2=O)cc1 (centres undefined) | 13 | -1.1 | 0.1 | 10
18 | Cc1cccc(OCC(=O)Nc2ccc(S(=O)(=O)NC(C)(C)C)cc2)c1 | 17 | -1.7 | 0.4 | 10
19 | O=C(Cc1ccc(Cl)cc1)Nc1nc2c(s1)CCCC2 | 6 | 1.3 | -0.2 | -22
20 | Cc1ccc(N(C(C)C(=O)Nc2ccccc2C(=O)NC(C)C)S(C)(=O)=O)cc1C (centres undefined) | 3 | 0.1 | 0.0 | -9
21 | COc1ccc(S(=O)(=O)Nc2ccc(Br)cc2F)cc1OC | 5 | -0.4 | 0.1 | 0
22 | CCC1Sc2cc(S(=O)(=O)CCC(=O)NC3CCCCCC3)ccc2NC1=O (centres undefined) | -11 | 1.6 | 0.1 | 18
23 | Nc1ncnc(N/N=C/c2ccc(O)cc2O)c1[N+](=O)[O-] | 81* | -3.2 | -1.2 | -10
24 | Cc1cc(Br)ccc1NC(=O)CCN1C(=S)NC(C)(C)CC1C (centres undefined) | -12 | -0.4 | -0.2 | 1
25 | NC(=O)C[C@H](NC(=O)c1ccc(Cl)cc1)C(=O)OCC(=O)c1ccc(Cl)cc1 | 0 | 0.2 | 0.0 | -5
26 | COC(=O)CCCn1c(C)cc(C(=O)CCl)c1C | -13 | 1.3 | 0.0 | 8
27 | CC(C)c1nnc(NC(=O)c2ccccc2Br)s1 | 10 | -0.3 | 0.1 | -43
28 | c1ccc(-n2cnc3c(NCc4nc5ccccc5[nH]4)nc(Nc4ccncn4)nc32)cc1 | 8 | -1.2 | 0.3 | 35*
29 | O=C(O)CC1(CC(=O)Nc2cc(F)ccc2F)CCCCC1 | 5 | 0.6 | 0.5 | 2
30 | O=C(NCCc1ccc(O)cc1)c1ccc2nc(-c3cccs3)sc2c1 | 18 | -0.7 | 0.1 | -13
31 | Cn1nnc2cc(C(=O)Nc3ccc(I)cc3)ccc21 | -18 | -1.2 | 0.1 | -7
32 | Cc1c2cnn(CC(=O)NN)c(=O)c2c(C)n1Cc1ccccc1F | 7 | -0.7 | -0.3 | 8

Looked up one by one from the entries so far:
# | smiles | MITF primary | GPR151 activ | FBW7 act | TEAD-YAP block
27 | CC(C)c1nnc(NC(=O)c2ccccc2Br)s1 | 10 | -0.3 | 0.1 | -43
25 | NC(=O)C[C@H](NC(=O)c1ccc(Cl)cc1)C(=O)OCC(=O)c1ccc(Cl)cc1 | 0 | 0.2 | 0.0 | -5
29 | O=C(O)CC1(CC(=O)Nc2cc(F)ccc2F)CCCCC1 | 5 | 0.6 | 0.5 | 2
32 | Cc1c2cnn(CC(=O)NN)c(=O)c2c(C)n1Cc1ccccc1F | 7 | -0.7 | -0.3 | 8
30 | O=C(NCCc1ccc(O)cc1)c1ccc2nc(-c3cccs3)sc2c1 | 18 | -0.7 | 0.1 | -13
31 | Cn1nnc2cc(C(=O)Nc3ccc(I)cc3)ccc21 | -18 | -1.2 | 0.1 | -7
26 | COC(=O)CCCn1c(C)cc(C(=O)CCl)c1C | -13 | 1.3 | 0.0 | 8

Further structures follow:
# | smiles | MITF primary | GPR151 activ | FBW7 act | TEAD-YAP block
33 | COc1ccc(OC)c(N(CC(=O)Nc2ccc(C)c(Cl)c2)S(C)(=O)=O)c1 | 18 | 0.9 | -0.2 | -2
34 | O=C(CCCn1c2ccccc2c2cn[nH]c(=O)c21)NCCCN1CCOCC1 | 3 | 0.0 | -0.1 | 5
35 | Cc1ccccc1-n1c(=S)sc2c(=O)n(-c3ccccc3)c(SCc3ccc(F)cc3Cl)nc21 | -10 | 1.0 | 0.0 | 9
36 | COc1cccc(/C=N\NC(=O)C2COc3cc4ccccc4cc3O2)c1O (centres undefined) | -37 | 0.2 | -0.1 | 17
37 | O=C(Cc1cc(=O)[nH]c(=O)[nH]1)N1CCCCC1 | 6 | -0.2 | 0.0 | 6
38 | CCOC(=O)c1[nH]c(=O)c2ccccc2c1O | 6 | -3.8 | 0.0 | 3
39 | Cc1ccc(OCC(=O)N/N=C/c2ccccc2[N+](=O)[O-])cc1 | 5 | 1.7 | -0.1 | -6
40 | COC(=O)C1=C(C)N(C)C(=S)NC1c1cccc(Cl)c1Cl (centres undefined) | 1 | 4.3 | -0.2 | 7

Single records, from the list above. Order of values: MITF primary | GPR151 activ | FBW7 act | TEAD-YAP block
`COC(=O)C1=C(C)N(C)C(=S)NC1c1cccc(Cl)c1Cl` (centres undefined) across the screens: 1 | 4.3 | -0.2 | 7
`COc1cccc(/C=N\NC(=O)C2COc3cc4ccccc4cc3O2)c1O` (centres undefined) across the screens: -37 | 0.2 | -0.1 | 17
`O=C(CCCn1c2ccccc2c2cn[nH]c(=O)c21)NCCCN1CCOCC1` across the screens: 3 | 0.0 | -0.1 | 5
`Cc1ccccc1-n1c(=S)sc2c(=O)n(-c3ccccc3)c(SCc3ccc(F)cc3Cl)nc21` across the screens: -10 | 1.0 | 0.0 | 9
`O=C(Cc1cc(=O)[nH]c(=O)[nH]1)N1CCCCC1` across the screens: 6 | -0.2 | 0.0 | 6

The results go on:
# | smiles | MITF primary | GPR151 activ | FBW7 act | TEAD-YAP block
41 | Cc1ccc(NC2=C(CC(=O)O)C(c3ccc(Br)cc3)N(c3ccc(C)cc3)C2=O)cc1 (centres undefined) | 13 | 0.4 | 0.1 | -11
42 | CCCS(=O)(=O)N1CCC[C@@H]1Cn1nc(-c2cccs2)ccc1=O | 13 | -1.1 | 0.3 | 1
43 | CC1CCC(NC(=O)C2C3C=CC4(CN(Cc5ccccc5Cl)C(=O)C24)O3)CC1 (centres undefined) | -9 | 1.2 | -0.3 | 2
44 | CCOc1ccc(N(CN2C(=O)c3ccccc3C2=O)C(=O)c2ccccc2[N+](=O)[O-])cc1 | -9 | 0.5 | -0.1 | 8
45 | CC(C)[C@H](NC(N)=O)C(=O)NNC(=O)COc1cccc(C(F)(F)F)c1 | 3 | 0.6 | 0.1 | 1
46 | O=C1CCCN1CCn1cnc2c(Nc3ccc(N4CCOCC4)cc3)nc(N3CCOCC3)nc21 | 0 | -0.5 | -0.2 | -11
47 | CC(=O)C1C(=O)C(Cl)C(C)(C)C(Cl)C1=O (centres undefined) | 4 | 0.3 | -0.3 | 1
48 | O=[N+]([O-])c1cc(Cl)ccc1N1CCN(S(=O)(=O)Cc2ccccc2)CC1 | -2 | 0.6 | -0.4 | 10
49 | O=C(O)c1cccc(-c2ccc(/C=C\c3[nH]c(=O)[nH]c(=O)c3[N+](=O)[O-])o2)c1 | 7 | -1.2 | -0.2 | 6
50 | CC(=O)N1CC=C2C(C#N)=C(N)C(C#N)(C#N)C(Cc3ccccc3)C2C1 (centres undefined) | 6 | 0.3 | 0.2 | 4
51 | N#Cc1ccc(NC(=O)c2cc3nc(-c4cccs4)cc(C(F)(F)F)n3n2)cc1 | -2 | -0.4 | -0.1 | 0
52 | Cc1nc(N2CCN(Cc3ccccc3)CC2)c2c3c(sc2n1)CCCC3 | -4 | -0.1 | -0.1 | -1
53 | Cc1ccc(NS(=O)(=O)c2cc(S(=O)(=O)Nc3ccc(C)cc3)c3cccc4c3c2NC4=O)cc1 | -1 | 1.5 | -0.2 | -5
54 | COc1ccc(-c2nc3ccccc3c(=O)n2NCc2c(F)cccc2F)cc1OC | -5 | 0.2 | 0.0 | 8
55 | O=C(Nc1cc([N+](=O)[O-])ccc1O)c1ccc(C(=O)Nc2cc([N+](=O)[O-])ccc2O)cc1 | 12 | -0.2 | 0.1 | 4
56 | N#CC1=C(N)OC2=C(COc3ccccc32)C1c1cccc(Cl)c1 (centres undefined) | 10 | 0.1 | 0.7 | 8
57 | Cc1ccccc1-n1c(=S)sc2c(=O)n(-c3ccc(F)cc3)c(SCC(=O)NCC3CCCO3)nc21 (centres undefined) | 7 | -0.8 | 0.1 | -4
58 | O=C(NCc1cccnc1)c1sc2cc([N+](=O)[O-])ccc2c1Cl | -4 | 1.0 | -0.2 | 1
59 | Cc1cc(C)c(NC(=O)C(C)Sc2nc3ccc(NC(=O)c4ccccc4)cc3s2)c(C)c1 (centres undefined) | -8 | 1.3 | 0.0 | -3
60 | CCOc1ccc(NC(=O)Nc2nnc(N3CCCCC3)s2)cc1 | 14 | 0.9 | 0.0 | -2
61 | COC(=O)C1=NNC2(C)C(=O)N(c3cccc(C(F)(F)F)c3)C(=O)C12 (centres undefined) | 20 | 0.3 | 0.5 | -19
62 | CCc1nc(NCCN(CC)CC)c(C#N)c2c1COC(C)(C)C2 | 3 | -1.2 | 0.0 | -9
63 | O=C1CC(Cc2ccc(Cl)cc2)C(=O)N1c1ccccc1I (centres undefined) | 4 | -0.3 | -0.1 | 2
64 | O=C(CCc1nnc(-c2ccccc2)o1)N1CCC(C(O)c2ccccc2)CC1 (centres undefined) | 14 | 0.0 | 0.3 | 23
65 | NC(=O)c1ccc2nc(Nc3ccc4ncccc4c3)sc2c1 | 9 | 0.2 | 0.0 | -10
66 | Cc1ccc(S(=O)(=O)c2cn(C)c3cc(N4CCOCC4)c(F)cc3c2=O)cc1 | -2 | 1.6 | -0.3 | 8
67 | COc1ccc(C2C(=O)N(C3CCCCC3)CC(=O)N2Cc2ccccc2)cc1 (centres undefined) | -4 | 0.4 | 0.1 | -11
68 | CC(C)(C)C(=O)[C@H]1[C@H](c2ccc([N+](=O)[O-])cc2)C(C#N)(C#N)[C@@H]2c3ccccc3C=CN21 | 19 | 2.4 | 0.0 | 7
69 | CC(C)NC(=O)c1sc(=S)n2c1[nH]c(=O)c1ccc(C(=O)Nc3ccccc3)cc12 | 3 | -0.3 | 0.1 | 2
70 | c1cc(Nc2ccc3nc[nH]c3c2)cc(Nc2ccc(N3CCOCC3)cc2)n1 | 24 | 0.8 | -0.2 | 1
71 | CC1CCc2c(sc(NC(=O)c3ccc(C(C)(C)C)cc3)c2C#N)C1 (centres undefined) | -1 | 1.3 | -0.1 | 0

Shown with values under each structure: part of the list above
Second line of a record: MITF primary	GPR151 activ	FBW7 act	TEAD-YAP block
38	CCOC(=O)c1[nH]c(=O)c2ccccc2c1O
→ 6	-3.8	0.0	3
9	CCOC(=O)C1=C(N)Oc2n[nH]c(C)c2C1c1ccc(Cl)cc1Cl (centres undefined)
→ 7	-0.2	0.1	9

High-throughput results as filed in PubChem BioAssay.
